Assay outcomes as filed in PubChem.
SKKanGAS inh: inhibitors of SKKanGAS S. pyogenes growth in kanamycin (SK-promoter or general growth effect) | 1.3% of 300,000 active | BacTiter-Glo, 6 h | inhibition, % at 7.5 µM;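 active = mean replicate score, as percent of positive control median, at least 50; inconclusive = mean below 50 but one replicate at or above 50; inactive = mean and every replicate below 50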;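 note: strain carries kanamycin resistance gene driven by streptokinase promoter and grows in 40 µg/ml kanamycin; loss of luminescence reflects streptokinase promoter inhibition or plain growth inhibition; 0% = median of DMSO wells and 100% = positive control at its reference dose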
Platelet DG rel: modulates dense granule release in human platelets; human platelet-rich plasma, SFLLRN dense granule ATP release, luminescence; inhibition, %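 (compounds screened at 7.5 µM in platelet-rich plasma)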; 0.22% of 300,000 active; AID 1663;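 active = mean replicate score, as percent of positive control, at or above 50; inconclusive = mean below 50 but at least one replicate at or above 50; inactive = mean and every replicate below 50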
HSF-1 act: increases HSF-1 driven luciferase reporter signal; activation, % at 9 µM; AID 504408; NIH3T3-HGL HSF-1 luciferase reporter, MG132, 8 h; 100% = twice DMSO control signal; 1.7% of 300,000 active;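 active = mean replicate activation of at least 50% with a set share of replicates each reaching 50%; inconclusive = only one of those two conditions met; inactive = mean below 50% and too few replicates reaching it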;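 note: 0% = median of the neutral control wells and 100% = twice that signal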
KLF5 inh: inhibitors of KLF5 expression. DLD-1 KLF5 promoter-luciferase reporter, luminescence. inhibition, % at 5 µM. 0.23% of 290,000 active. AID 1700;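 active = inhibition above a per-plate limit of that plate's mean compound inhibition plus 3 SD, cut at about 60% in these data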;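 note: 0% = DMSO wells and 100% = LY294002 at 200 µM; higher means less KLF5 promoter-driven luciferase light; inactives centre near -14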
AI-2 QS modul: Vibrio harveyi AI-2 quorum sensing modulation. Vibrio harveyi JMH597 AI-2 luminescence/OD600 ratio, 9 h; active compounds read low; strain lacks LuxN and CqsS sensors; 0 = neutral-control median. activity change, % at 7.5 µM. 0.4% of 300,000 active; in the data active = activity change below about -75%, passing the limit was not always enough; inconclusive = no clear call, values can overlap the other calls;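 note: luminescence divided by OD600 gain over 9 h not by final OD600 alone; inactives centre near 13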
HSP90 inh: HSP90 refolding inhibition in rabbit reticulocyte lysate; luciferase refolding luminescence, 3 h; inhibition, % at 5.6 µM; 0.91% of 290,000 active; AID 1789;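 active = inhibition above the screen-wide mean plus 3 SD, computed separately per campaign, cut at about 16% in these data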;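 note: 0% = DMSO wells and 100% = 60 µM geldanamycin wells; inhibitors lower the luminescence because luciferase stays unfolded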
HIF activator: HIF pathway transcriptional activation | activation, % at 7.5 µM (by protocol) | AID 1910 | 0.32% of 300,000 active | U2OS HRE-luciferase reporter, luminescence; normalized: DMSO 0%, desferrioxamine 100%;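 active = mean activation of at least 10% of the iron chelator positive control signal, with at least half of replicates also reaching 10%; inconclusive = mean and replicate majority disagree about reaching 10%; inactive = mean and most replicates under 10%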
IEC-6 tox: counter-screen for KLF5 inhibitors: cytotoxicity in IEC-6 cells; IEC-6 cytotoxicity, luminescence viability; 0.78% of 290,000 active; inhibition, % at 5 µM; in the data active = inhibition above about 22%;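 note: 0% = plate median of test compound wells and 100% = cytotoxic reference compound wells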
HSF1 inh: HSF1 inhibition | NIH3T3-HGL HSE-luciferase, MG132-induced, luminescence 8 h; active compounds read low | activity change, negative = inhibition, % at 7.5 µM (by protocol) | 0.77% of 300,000 active;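 active = more than half of replicate wells show activity change below -50%, luminescence cut by over half; inconclusive = some wells, but at most half, below -50%; inactive = no replicate well below -50%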;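 note: luciferase reports HSF-1 transcriptional activity via heat shock element; 0% = median of DMSO wells and -100% = zero luminescence signal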
aSyn UTR inh: MLPCN primary screen, SNCA 5' untranslated region; 0.82% of 300,000 active; inhibition, % (tested at 7.5 µM); AID 1813; alpha-synuclein 5'UTR reporter, inhibitor activity; in the data active = inhibition above about 60%; inconclusive = no clear call, values can overlap the other calls;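 note: H4 neuroglioblastoma cells stably carrying SNCA 5'UTR luciferase fusion; 0% = DMSO wells and 100% = positive control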
Starred values were filed as active, the others as inactive; u = inconclusive; x = not tested or not shown.

1) Cc1ccc(C)n1-c1ccc(N2CCOCC2)cc1
2) C=C1CCN([C@@H](CC(C)C)C(=O)NCc2cc(OC)c(OC)c(OC)c2)S(=O)(=O)c2ccccc21
3) CN(C)CCCN(C(=O)c1nc2ccccc2s1)c1nc2ccc(F)cc2s1
4) COc1ccc2c(c1)C(C)=CC(C)(C)N2C(=O)CNCc1ccc2c(c1)OCO2
5) O/N=C(\c1ccc(Cl)cc1Cl)c1ncc(C(F)(F)F)cc1Cl
6) Fc1ccccc1COc1ccc(Br)cc1CNCc1cccnc1
7) CC1CCCN(C(=O)c2nn(C)c3c2CS(=O)(=O)c2ccccc2-3)C1 (configuration not stated)
8) C=CCSc1nnc(-c2ccc(Cl)cc2Cl)o1
Screen / compound no.,1,2,3,4,5,6,7,8
SKKanGAS inh,x,-1,-3,-3,51*,6,8,0
Platelet DG rel,3,8,-1,3,2,-3,13,-2
HSF-1 act,x,31,-6,-6,1,14,3,57*
KLF5 inh,-8,x,x,19,-28,-3,5,-96
AI-2 QS modul,57,26,24,28,-11,-4,12,19
HSP90 inh,7,x,x,4,1,-2,0,0
HIF activator,-0.2,-1.2,0.5,-0.7,-0.3,-0.1,0.3,5.5
IEC-6 tox,5,x,x,4,-5,4,5,0
HSF1 inh,x,13,1,4,-1,12,-10,28
aSyn UTR inh,-26,4,-4,19,13,19,19,-78

9) O=C(N/N=C/c1ccccc1O)c1cccc2ccccc12
10) CCCNc1cc(=S)nc(N)[nH]1
11) CC(C)OP(=O)(c1ccc(N(C)C)cc1)C(O)c1ccccc1F (configuration not stated)
12) Cc1cc(N(C)C)ccc1N=Nc1ccc2ncccc2c1
13) COCc1cc(Sc2ccc(Cl)cc2)nc(-c2ccccc2)n1
14) NNC(=O)c1csc(Cc2c(Cl)sc3ccc(Cl)cc23)n1
15) CCOC(=O)C1(CC2CCCCO2)CCN(Cc2ccc(OC)cc2F)CC1 (configuration not stated)
16) CCC1Sc2ccc(S(=O)(=O)CCC(=O)Nc3cccc(Br)c3)cc2NC1=O (configuration not stated)
Screen / compound no.,9,10,11,12,13,14,15,16
SKKanGAS inh,106*,3,4,54*,-15,6,-7,-5
Platelet DG rel,-4,3,2,23,6,-1,-3,2
HSF-1 act,-4,-3,-19,43,7,45,6,0
KLF5 inh,54,-6,2,-131,-19,2,-10,-23
AI-2 QS modul,u,24,13,4,2,-8,14,46
HSP90 inh,-4,4,-4,3,-2,3,0,3
HIF activator,8.5,-0.4,0.1,1.4,-0.4,-0.3,0.3,-0.4
IEC-6 tox,13,-2,-2,16,-8,-4,-3,4
HSF1 inh,2,2,-1,17,-3,22,-6,2
aSyn UTR inh,53,4,2,-49,15,-10,-11,-12

17) Cc1ccc(OCCN2C(=O)S/C(=C\c3ccc(C)o3)C2=O)cc1
18) Cc1ccc(S(=O)(=O)N(C)C)cc1NC(=O)C1CCCC1
19) CCC(=O)Nc1nc2ccc([N+](=O)[O-])cc2s1
20) CCN(CC)S(=O)(=O)c1ccc(OC)c(NC(=O)c2cccs2)c1
21) O=C(O)Cn1nc(-c2ccccc2)cc1-c1ccccc1
22) Cn1ncc2c(NCc3ccccc3)nc(NCCCO)nc21
23) O=C(NC(c1ccccc1)c1ccccn1)c1cccc([N+](=O)[O-])c1 (configuration not stated)
24) CC1CCN(C(=O)Cn2c(=O)n(CCc3ccccc3)c(=O)c3ccccc32)CC1
Screen / compound no.,17,18,19,20,21,22,23,24
SKKanGAS inh,4,-3,8,16,3,3,-1,9
Platelet DG rel,-3,-3,6,-8,2,4,3,0
HSF-1 act,7,-8,-4,0,13,-16,-16,8
KLF5 inh,9,10,-17,20,-9,-30,-26,13
AI-2 QS modul,24,18,24,4,11,16,6,21
HSP90 inh,1,-1,2,6,1,-5,6,1
HIF activator,-0.4,-0.1,1.3,-0.7,2.2,0.4,-0.1,0.2
IEC-6 tox,-4,1,-4,3,10,-12,-1,10
HSF1 inh,7,-12,10,-1,6,-2,-1,-5
aSyn UTR inh,-3,6,-12,6,-2,14,-16,-38

Part of the list above, field by field:
#18 Cc1ccc(S(=O)(=O)N(C)C)cc1NC(=O)C1CCCC1
  SKKanGAS inh: -3 | Platelet DG rel: -3 | HSF-1 act: -8 | KLF5 inh: 10 | AI-2 QS modul: 18 | HSP90 inh: -1 | HIF activator: -0.1 | IEC-6 tox: 1 | HSF1 inh: -12 | aSyn UTR inh: 6
#22 Cn1ncc2c(NCc3ccccc3)nc(NCCCO)nc21
  SKKanGAS inh: 3 | Platelet DG rel: 4 | HSF-1 act: -16 | KLF5 inh: -30 | AI-2 QS modul: 16 | HSP90 inh: -5 | HIF activator: 0.4 | IEC-6 tox: -12 | HSF1 inh: -2 | aSyn UTR inh: 14

Further results follow.
25) CCOC(=O)c1c(N2C(=O)CC(Sc3ccccc3C(=O)O)C2=O)sc(C)c1C (configuration not stated)
26) COC(=O)Nc1nc2c(C)cccc2s1
27) CCOc1ccc(NS(=O)(=O)c2ccc(NC(=O)c3cccnc3)c(OC)c2)cc1
28) COc1ccc(CC(=O)Oc2ccccc2[N+](=O)[O-])cc1
29) CCCCC(=O)OCC(=O)Nc1cccc(S(=O)(=O)NC2=NCCCCC2)c1
30) O=C(O)C1CC(=O)N(CCc2ccc(F)cc2)C1 (configuration not stated)
31) Cc1ccc(-c2n[nH]c(=S)n2/N=C/c2c(C)[nH]n(-c3ccccc3)c2=O)cc1
32) Cc1cc(C)c(S(C)(=O)=O)c(Oc2cccc(C(F)(F)F)c2)n1
Screen / compound no.,25,26,27,28,29,30,31,32
SKKanGAS inh,-1,-3,1,1,44,-1,23,17
Platelet DG rel,1,-5,-1,-2,-1,1,-2,-3
HSF-1 act,5,11,-4,-10,0,29,10,3
KLF5 inh,-4,-57,-29,-26,3,-25,-2,-36
AI-2 QS modul,14,4,13,-4,17,41,6,-11
HSP90 inh,-8,-1,1,0,1,-3,2,0
HIF activator,-0.1,0.9,-0.6,0.0,-0.1,-7.1,0.2,0.5
IEC-6 tox,-7,0,1,4,2,4,0,-4
HSF1 inh,17,5,5,1,6,4,7,5
aSyn UTR inh,1,-92,-15,-18,3,-9,-25,13

33) COc1cc(OC)cc(C(=O)Nc2cccc(C(C)=O)c2)c1
34) COc1ccc(CCNC(=O)COC(=O)c2ccc(N3CCCC3=O)cc2)cc1
35) O=C(Nc1ccc(N2CCN(C(=O)c3ccccc3)CC2)c(Cl)c1)c1ccc(Br)o1
36) O=[N+]([O-])c1ccc(C(O)CN2CCOCC2)cc1 (configuration not stated)
37) O=c1c2ccccc2c(C=NCCc2ccccc2)c(O)n1Cc1ccccc1
38) Cc1cc(C)n2nc(S(=O)(=O)N(CC(C)C)CC(C)C)nc2n1
39) CC1=CC(C)C2COC(c3ccc[n+](C)c3)C1C2C (configuration not stated)
40) COc1ccc(OC)c(C(c2nnnn2C2CCCC2)N2CCN(c3ccc(F)cc3)CC2)c1 (configuration not stated)
Screen / compound no.,33,34,35,36,37,38,39,40
SKKanGAS inh,-9,-3,8,-6,10,-2,-1,2
Platelet DG rel,2,-12,6,3,6,12,-3,-11
HSF-1 act,-7,22,-10,-15,10,3,-12,-19
KLF5 inh,-65,-26,-39,-10,-11,1,-56,17
AI-2 QS modul,5,11,6,16,17,32,10,15
HSP90 inh,1,-5,-1,-4,-2,0,-5,-1
HIF activator,1.0,0.1,-0.3,-1.2,0.3,-0.1,0.0,0.0
IEC-6 tox,2,-5,6,-2,0,-5,-7,2
HSF1 inh,9,12,-8,6,4,4,-12,-3
aSyn UTR inh,-40,-4,13,8,21,2,-7,12

41) COCCCNCC#CCOc1ccc(OC)cc1
42) O=C(NC(=S)N1CCCCCC1)c1ccccc1Cl
43) Cc1cc(NC(=O)c2ccc3c(c2)C(=O)N(Cc2ccccc2)C3=O)no1
44) Cn1c(=O)c(=O)n(C)c2cc(S(=O)(=O)N3CCN(Cc4ccccc4)CC3)ccc21
45) COc1ccc(N2C(=O)CSC23C(=O)N(CC(=O)NC2CCCC2)c2ccccc23)cc1 (configuration not stated)
46) Cc1cc(Nc2ccccc2Cl)c2ccccc2n1
47) CC(=O)NC(Cc1c[nH]c2ccccc12)C(=O)OCC(=O)Nc1cc(C)on1 (configuration not stated)
48) O=C(NCc1ccc(Cl)cc1)c1ccc2nc[nH]c2c1
Screen / compound no.,41,42,43,44,45,46,47,48
SKKanGAS inh,3,-6,2,-3,-1,-10,3,-13
Platelet DG rel,2,3,3,3,2,-3,3,-7
HSF-1 act,-16,-59,-2,-2,2,-10,-7,30
KLF5 inh,14,-12,-60,-4,-14,x,-16,-16
AI-2 QS modul,1,9,17,27,19,1,24,-14
HSP90 inh,2,-4,-3,5,-5,x,1,4
HIF activator,0.0,-1.2,-0.4,1.0,-0.1,0.7,-0.7,0.1
IEC-6 tox,3,-7,-4,-6,-1,x,4,0
HSF1 inh,-13,u,0,2,-1,-12,0,7
aSyn UTR inh,7,2,5,-11,1,12,0,2

49) COC(=O)C1=C(C)N(Cc2ccco2)C(=O)N[C@@H]1c1cccc(C(F)(F)F)c1
50) Cc1cc(C)c(C(=O)COC(=O)C2CC3CCCC(C2)C3=O)c(C)c1 (configuration not stated)
51) Nn1c(SCC(=O)N2CCCC2=O)nnc1-c1cccs1
52) COc1ccccc1-c1ccc(NC2CCCC2)nn1
53) Cc1cc(C(F)(F)F)nc(SCC(=O)Nc2nccs2)n1
54) COc1cc(/C=N/n2cnnc2-n2nc(C)cc2C)cc([N+](=O)[O-])c1O
55) CN(C)c1ccc(-c2noc(C3CCN(S(=O)(=O)c4cccc(C(=O)O)c4)CC3)n2)cc1
56) O=C(CCN1CCOCC1)NC12CC3CC(CC(C3)C1)C2
Screen / compound no.,49,50,51,52,53,54,55,56
SKKanGAS inh,15,-10,11,-2,1,-8,21,-2
Platelet DG rel,4,-8,16,43,1,1,-1,7
HSF-1 act,11,-9,4,20,3,6,-1,-16
KLF5 inh,24,x,x,-43,-47,22,-9,-5
AI-2 QS modul,-4,37,32,14,16,7,26,-3
HSP90 inh,0,x,x,-1,-6,9,-6,1
HIF activator,0.9,0.1,0.1,1.6,0.0,0.0,-0.5,-0.4
IEC-6 tox,3,x,x,4,-3,-3,-3,4
HSF1 inh,5,-7,3,15,0,-3,3,-11
aSyn UTR inh,6,5,0,-120,-7,-3,24,-2

57) COc1ccc(N2CCN(C(=O)c3cccc(F)c3)CC2)c([N+](=O)[O-])c1
58) CCOCCn1c(SCc2cccc(C)c2)nc2c1c(=O)[nH]c(=O)n2C
59) CNC(=S)SCCOc1ccccc1
60) Cc1ccc(N(C(=O)c2ccccc2Cl)C2=NC(C)CS2)c(C)c1 (configuration not stated)
Screen / compound no.,57,58,59,60
SKKanGAS inh,-3,-7,1,-4
Platelet DG rel,1,-3,5,-7
HSF-1 act,22,10,1,15
KLF5 inh,18,-36,4,-39
AI-2 QS modul,14,29,-7,26
HSP90 inh,3,-1,-1,0
HIF activator,-0.1,-0.2,0.0,0.3
IEC-6 tox,7,-4,-5,1
HSF1 inh,2,16,6,7
aSyn UTR inh,10,34,-19,-5
